Bioassay records (PubChem)
DENV2 CPE: protects cells from dengue virus 2 cytopathic effect; DENV2-infected cells, cytopathic effect rescue, plate reader; actives 1.7% (n = 350,000); CPE inhibition, % at 9.99 µM; in the data active = CPE inhibition above about 20%, passing the limit was not always enough; inconclusive = no clear call, values can overlap the other calls; tested in BHK-21 cells;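 note: 0% = median of neutral control wells and 100% = median of positive control wells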
F508del corr: CFTR F508del correction in bronchial cells. actives 0.36% (n = 350,000). CFBE cells, YFP halide quenching; stimulated with forskolin plus potentiator P3; % fluorescence drop versus neutral controls. activity (quench increase), % at 7.58 µM;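 active = mean added fluorescence quench of at least 8% versus neutral control, with both replicates also reaching 8%; inconclusive = only one of the mean or replicate conditions met; inactive = mean below 8% and not both replicates reaching 8%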;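 note: cells transiently co-express mutant CFTR-F508del with the halide-sensitive YFP; corrector assay measuring rescue of mutant channel to the surface after 24 h compound exposure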
CASP6 VEID inh: blocks human caspase-6 cleavage activity. P55212. purified caspase-6, Z-VEID-R110 cleavage fluorescence. inhibition, % at 12.5 µM. actives 0.53% (n = 350,000);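 active = mean inhibition across replicates at least about 35%, with every replicate also reaching that limit, limit read from the data; inconclusive = only one of the two criteria met; inactive = neither criterion met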;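 note: 0% = median of neutral control wells and 100% = no fluorescence left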
Target sequence (P55212 24-179 limits assumed): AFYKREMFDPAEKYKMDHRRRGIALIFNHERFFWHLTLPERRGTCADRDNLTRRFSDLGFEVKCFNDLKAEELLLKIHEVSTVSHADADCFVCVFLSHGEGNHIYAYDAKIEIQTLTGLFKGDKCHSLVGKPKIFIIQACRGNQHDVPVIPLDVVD
Target sequence (P55212 194-293 limits assumed): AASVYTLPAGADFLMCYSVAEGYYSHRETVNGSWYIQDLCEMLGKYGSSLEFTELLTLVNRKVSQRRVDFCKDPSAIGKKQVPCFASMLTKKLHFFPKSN
miR122 inh: blocks miR-122 activity in Huh7 sensor cells; Huh7 miR-122 Renilla luciferase sensor, 48 h; neutral wells = 0, positive control = 100; activation (reporter increase), % at 12.5 µM; actives 0.3% (n = 340,000); AID 602342;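 active = mean replicate activation score at least 90 and every replicate individually at or above 90; inconclusive = only one of the two criteria met; inactive = neither criterion met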;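 note: higher luciferase means less miR-122 activity so hits act as miR-122 inhibitors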
SIRT5 inh: sirtuin-5 (human) deacylase inhibition | inhibition, % at 15 µM | Purified SirT5, succinyl-peptide AMC, trypsin-coupled fluorescence | actives 1.1% (n = 330,000); in the data active = inhibition above about 15%; inconclusive = no clear call, values can overlap the other calls
Target sequence (Q9NXA8 whole entry, looked up): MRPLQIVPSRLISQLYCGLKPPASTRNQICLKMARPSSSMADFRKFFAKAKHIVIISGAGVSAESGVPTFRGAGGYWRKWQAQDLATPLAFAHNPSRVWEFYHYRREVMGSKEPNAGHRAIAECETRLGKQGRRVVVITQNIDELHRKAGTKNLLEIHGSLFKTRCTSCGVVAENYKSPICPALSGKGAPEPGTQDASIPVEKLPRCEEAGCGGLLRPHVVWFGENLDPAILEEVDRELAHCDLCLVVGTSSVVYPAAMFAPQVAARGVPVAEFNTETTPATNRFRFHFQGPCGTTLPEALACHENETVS
ERp5 inh: inhibitors of human ERp5; Q15084; ERp5 insulin aggregation, absorbance 650 nm, 90 min; inhibition, % at 9.99 µM; actives 0.05% (n = 350,000); AID 651711;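 active = mean replicate inhibition above about 25%, with every replicate also reaching it, limit read from the data, passing the limit was not always enough; inconclusive = only one of those two criteria met; inactive = neither criterion met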
Target sequence (Q15084 whole entry, looked up): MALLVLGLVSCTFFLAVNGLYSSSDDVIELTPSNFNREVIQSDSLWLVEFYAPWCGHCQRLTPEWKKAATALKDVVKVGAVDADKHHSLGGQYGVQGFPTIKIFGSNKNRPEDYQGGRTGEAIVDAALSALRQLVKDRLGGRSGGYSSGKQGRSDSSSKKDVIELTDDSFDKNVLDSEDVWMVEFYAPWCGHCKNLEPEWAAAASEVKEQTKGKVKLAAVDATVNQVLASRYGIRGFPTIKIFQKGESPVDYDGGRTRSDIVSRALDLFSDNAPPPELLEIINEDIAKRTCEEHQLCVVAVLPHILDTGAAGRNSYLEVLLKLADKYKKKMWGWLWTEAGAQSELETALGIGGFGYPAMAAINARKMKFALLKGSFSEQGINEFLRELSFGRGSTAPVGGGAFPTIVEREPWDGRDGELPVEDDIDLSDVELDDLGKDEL
ERAP1 HTS inh: inhibitors of human ERAP1 aminopeptidase; recombinant ERAP1, Leu-AMC fluorescence, 60 min; actives 0.15% (n = 340,000); inhibition, % at 10.7 µM; AID 652197;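 active = mean replicate inhibition of at least 30%, or all replicates individually reaching that 30% level; inactive = mean below 30% and not every replicate reaching it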;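 note: 0% = neutral control wells and 100% = L-leucinethiol positive control wells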
Active calls of the source: *; ? = inconclusive; · = not tested or not shown; & = joins results of further samples; [ ] = remark or other dose.

#	DENV2 CPE	F508del corr	CASP6 VEID inh	miR122 inh	SIRT5 inh	ERp5 inh	ERAP1 HTS inh	compound
1	-1	-0.8	·	-2	7	1	-6	Cc1ccc2c(Cl)c(C(=O)Nc3nn[nH]n3)sc2c1
2	5	-4.0	0	·	-3	-1	1	C[C@H](NC(=O)OC(C)(C)C)C(=O)N/N=C/C1=Cc2ccccc2OC1
3	13	5.3	-1	0[16.7 µM]	4	-11	4	O=C(CC1CC1)Nc1ccc2c(c1)[C@@H]1C[C@H](CC(=O)N3CCCCC3)O[C@@H](CO)[C@@H]1O2
4	0	4.1	-8	3	-3	2	-3	Cc1cc(Cl)ccc1OCC(O)CNCCc1ccc(S(N)(=O)=O)cc1 (configuration not stated)
5	-1	3.6	-3	·	-3	-7	-3	Cc1ccccc1Cn1c(C)nc2ccc([N+](=O)[O-])cc2c1=O
6	10	2.0	-2	-4	-1	-11	-3	Cc1cc(C)cc(NC(=O)C2(c3cccs3)CCOCC2)c1
7	·	-2.9	4	-5	-9	4	10	CN=C(Nc1cc(C)nn1CCC#N)c1ccccc1
8	-4	-1.7	4	·	1	-4	-2	O=C(N[C@H]1CC[C@@H](CCNS(=O)(=O)c2ccccc2)O[C@H]1CO)c1cccc(F)c1
9	-1	-1.5	1	8	-3	-4	0	Cc1ccc(NC(=O)CCNS(=O)(=O)c2ccc3[nH]c(=O)oc3c2)c(Cl)c1
10	17	0.2	-1	·	5	-2	2	COC(=O)Cn1c(=NC(=O)c2nc3ccccc3s2)sc2cc(S(C)(=O)=O)ccc21
11	-7	-1.4	4	-8[16.7 µM]	-7	15	-4	CN1[C@H](C(=O)NC2Cc3ccccc3C2)[C@@H](CO)[C@@H]2Cn3c(ccc(C4=CCCC4)c3=O)[C@@H]21
12	-7	-1.6	-1	-4	-6	3	-1	COc1ccccc1CCC(=O)NNC(=O)c1ccccc1
13	-4	-1.4	0	·	-1	2	3	Cc1cccc(C(=O)OC(C)C(=O)NC2CCCc3ccccc32)c1O (configuration not stated)
14	-5	0.8	-3	-24[16.7 µM]	9	4	-1	Cc1ccc(S(=O)(=O)N(C)C[C@@H]2Oc3c(NC(=O)c4nc5ccccc5s4)cccc3C(=O)N([C@@H](C)CO)C[C@H]2C)cc1
15	-2	5.6	8	-2	·	-2	4	O=C(/C=C/c1ccccc1)Nc1cc(NC(=O)/C=C/c2ccccc2)cc(C(=O)O)c1
16	-1	0.8	2	0	0	-8	-5	Cc1cc(CN(C)C(=O)CC2C(=O)NCCN2Cc2c(F)cccc2Cl)on1 (configuration not stated)
17	0	0.5	1	·	-2	-2	-3	CCS(=O)(=O)Nc1ccc2c(c1)C(=O)N(C)C[C@H](OC)[C@@H](C)CN(Cc1ccccn1)[C@@H](C)CO2
18	-6	·	-2	3	-3	-1	-2	O=C(CSCc1ccc(Cl)cc1)Nc1ccc(S(=O)(=O)N2CCOCC2)cc1
19	·	·	-12	·	1	4	-3	Cc1cccc2cc(CN(CCCN3CCOCC3)Cc3nnnn3C(C)(C)C)c(=O)[nH]c12
20	17	1.6	3	-16[16.7 µM]	-2	2	0	CCCC#Cc1ccc2c(c1)O[C@@H](CN(C)C(=O)COC)[C@@H](C)CN([C@@H](C)CO)S2(=O)=O
21	1	2.1	1	·	8	19	5	COc1ccc(-n2c(SCC(=O)Nc3nccs3)nnc2-c2ccc(Cl)cc2)cc1
22	-8	0.9	-1	·	1	-1	2	O=C(c1ccccc1Cl)N1CCC(O)(c2cccnc2)CC1
23	-3	-0.6	4	-7	-2	-2	4	COc1ccc(CNC(=O)CN(C(=O)CCC(=O)Nc2ccccn2)c2cccc(C)c2C)cc1
24	-1	-2.1	-3	-1	-3	-6	1	Cc1cc(C(=O)N/N=C/c2ccccn2)c2ccccc2n1
25	?	-1.2	0	1[16.7 µM]	-2	1	0	Cc1noc(C)c1S(=O)(=O)Nc1ccc2c(c1)C(=O)N([C@H](C)CO)C[C@H](C)[C@H](CN(C)S(=O)(=O)c1ccc(F)cc1)O2
26	-2	0.0	2	1[16.7 µM]	0	5	-1	CC(C)C#Cc1cnc2c(c1)C(=O)N([C@H](C)CO)C[C@@H](C)[C@@H](CN(C)C(=O)c1ccc3c(c1)OCO3)O2
27	-13	-1.1	-1	-6	-4	4	-1	CCCNC(=O)c1ccc(N2CCC3(CC2)CC(c2ccccc2)=NO3)c(NC(=O)Cc2ccc(F)cc2)c1
28	2	-0.4	-1	4[16.7 µM]	-3	9	-1	C[C@H](CO)N1C[C@H](C)[C@@H](CN(C)C(=O)Nc2ccccc2)Oc2cc(C#C[C@@H](C)O)ccc2S1(=O)=O
29	-5	5.6	0	13	6	9	1	Cc1ccc(Cn2ccc(NC(=O)c3cc(CC(C)C)on3)n2)cc1
30	8	-0.6	-3	-1[16.7 µM]	0	-7	2	Cc1cccc(-c2ccc([C@@H]3[C@@H](CO)N4CCCCN(C(=O)c5ccncc5)C[C@@H]34)cc2)c1
31	·	0.6	-1	·	-8	5	·	CCN(CC)c1ccc(S(=O)(=O)N2CCOCC2)cc1NC(=O)CSc1n[nH]c(N)n1
32	2	1.2	·	-3[16.7 µM]	13	10	-2	C[C@H]1CN([C@@H](C)CO)C(=O)c2cccc(NS(=O)(=O)c3ccc(F)cc3)c2O[C@H]1CN(C)Cc1ccc(-c2ccccc2)cc1
33	-12	-1.3	-3	-1	-3	0	2	COC(=O)c1ccc(C2=NOC(C)(c3sc(-c4ccccc4)nc3C)C2)cc1 (configuration not stated)
34	4	·	2	-3	0	-1	2	Cc1ccc(C)c(OCC(=O)Nc2ccc(S(=O)(=O)Nc3ccccn3)cc2)c1
35	2	-0.7	-2	3[16.7 µM]	2	4	2	CCCNC(=O)[C@H]1[C@H](CO)[C@H]2Cn3c(cccc3=O)[C@H]2N1CCC(F)(F)F
36	3	2.9	-1	1	-7	4	-2	CCc1cc(=O)oc2c3c(cc(OCC(=O)Nc4cccnc4)c12)OC(C)(C)CC3
37	2	0.3	2	-6	-1	-4	7	COc1ccc(-c2[nH]ncc2CN(C)Cc2cccnc2)c(OC)c1
38	18	-0.1	-4	·	-8	4	1	CCc1noc(C)c1C(=O)N1CCN(S(=O)(=O)c2ccc(C)cc2)CC1
39	5	-1.1	2	-2	3	-4	3	CN(Cc1ccccc1Br)C(=O)CN1C(=O)NC2(CCCCCC2)C1=O
40	1	-2.0	7	·	1	-5	2	COc1cccc(/C=C(/C#N)c2nc3ccccc3[nH]2)c1OC(C)C(=O)O (configuration not stated)
41	-3	0.1	-1	-8	3	16	6	Cc1cc(C(=O)NNC(=O)c2ccccc2O)c(C)o1
42	18	-1.3	0	·	2	2	·	O=C(c1c[nH]c2ccccc12)C(F)(F)F
43	0	-2.3	0	-6	-1	-9	-2	COc1ccc(S(=O)(=O)N2CCC(C(=O)NCC3CCCO3)CC2)cc1OC (configuration not stated)
44	-5	6.6	·	·	4	17	·	CCCN1C[C@@H](C)[C@H](OC)CN(C)C(=O)c2ccc(NC(=O)c3ccccc3F)cc2OC[C@H]1C
45	18	-1.0	9	1	3	3	-3	COc1ccc(NC(=O)CSc2ccc(-c3ccco3)nn2)cc1OC

Pulled one by one from the entries so far:
#	DENV2 CPE	F508del corr	CASP6 VEID inh	miR122 inh	SIRT5 inh	ERp5 inh	ERAP1 HTS inh	compound
38	18	-0.1	-4	·	-8	4	1	CCc1noc(C)c1C(=O)N1CCN(S(=O)(=O)c2ccc(C)cc2)CC1
32	2	1.2	·	-3[16.7 µM]	13	10	-2	C[C@H]1CN([C@@H](C)CO)C(=O)c2cccc(NS(=O)(=O)c3ccc(F)cc3)c2O[C@H]1CN(C)Cc1ccc(-c2ccccc2)cc1

Next results.
#	DENV2 CPE	F508del corr	CASP6 VEID inh	miR122 inh	SIRT5 inh	ERp5 inh	ERAP1 HTS inh	compound
46	-3	-0.3	2	-10	-1	9	5	C/C(N)=C(/C#N)C(=O)COC(=O)CNS(=O)(=O)c1c(F)cccc1F
47	14	-1.4	-2	·	1	1	-1	O=C(COC(=O)c1cc(=O)[nH]c2ccccc12)NCc1ccc(F)cc1
48	-32	-0.2	·	-8[16.7 µM]	·	·	·	COc1ccc(NC(=O)Nc2ccc3c(c2)CC(=O)N([C@@H](C)CO)C[C@@H](C)[C@H](CN(C)Cc2ccc(C(F)(F)F)cc2)O3)cc1
49	15	0.7	-1	1	-1	2	-3	O=c1c2cc(-c3ccccc3)sc2nc2n1N=C(c1cccs1)CS2
50	1	-0.4	1	-7	-3	1	-2	CC(=O)c1ccc(S(=O)(=O)N2CCN(C(=O)CN3C(=O)NC4(CCCC4)C3=O)CC2)cc1
51	6	·	-1	·	2	0	-3	CC(C)CC(=O)NC(=S)Nc1ccc(S(=O)(=O)N2CCN(C)CC2)cc1
52	-7	·	-10	·	0	1	0	CN1CCN(C(=O)C[C@@H]2CC[C@H]3[C@@H](COc4ccc(NC(=O)C5CCOCC5)cc4C(=O)N3C)O2)CC1
53	-7	-1.6	0	-6[16.7 µM]	3	-2	-3	C[C@H]1CN([C@@H](C)CO)C(=O)Cc2cc(NC(=O)Nc3cccc4ccccc34)ccc2O[C@@H]1CN(C)Cc1ccc2c(c1)OCO2
54	-11	-1.1	0	·	-1	-2	·	CC(=O)CC1c2cc(F)ccc2C=C(c2ccsc2)N1c1ccc(C#CC2(O)CCCCC2)cc1 (configuration not stated)
55	-7	1.6	1	-1[16.7 µM]	2	-1	0	Cc1ccccc1S(=O)(=O)N1CCCCN2[C@H](CO)[C@H](c3ccc(-c4cncnc4)cc3)[C@H]2C1
56	-4	-0.3	-3	·	7	-7	1	Cc1ccccc1S(=O)(=O)NCC[C@H]1CC[C@H](NC(=O)C2CC2)[C@H](CO)O1
57	16	2.7	-2	·	·	-3	0	CO[C@H]1CN(C)C(=O)c2cc(NC(=O)Nc3ccc4c(c3)OCO4)ccc2OC[C@@H](C)NC[C@H]1C
58	0	-1.6	1	·	·	3	·	COc1ccc(OCC(O)CNC(=O)c2sccc2Cl)cc1 (configuration not stated)
59	1&5	2.7&1.8	·	-7&-2	2&0	-1&1	0&-2	O=C(/C=C/c1ccc(O)c(O)c1)O[C@@H]1C[C@](O)(C(=O)O)C[C@@H](O)[C@H]1O

4 entries out of the list, ordered by length of the SMILES, largest number first:
#	DENV2 CPE	F508del corr	CASP6 VEID inh	miR122 inh	SIRT5 inh	ERp5 inh	ERAP1 HTS inh	compound
44	-5	6.6	·	·	4	17	·	CCCN1C[C@@H](C)[C@H](OC)CN(C)C(=O)c2ccc(NC(=O)c3ccccc3F)cc2OC[C@H]1C
19	·	·	-12	·	1	4	-3	Cc1cccc2cc(CN(CCCN3CCOCC3)Cc3nnnn3C(C)(C)C)c(=O)[nH]c12
36	3	2.9	-1	1	-7	4	-2	CCc1cc(=O)oc2c3c(cc(OCC(=O)Nc4cccnc4)c12)OC(C)(C)CC3
4	0	4.1	-8	3	-3	2	-3	Cc1cc(Cl)ccc1OCC(O)CNCCc1ccc(S(N)(=O)=O)cc1 (configuration not stated)

An excerpt from above, limited to CASP6 VEID inh, SIRT5 inh and DENV2 CPE.
item	Molecule	CASP6 VEID inh	SIRT5 inh	DENV2 CPE
29	Cc1ccc(Cn2ccc(NC(=O)c3cc(CC(C)C)on3)n2)cc1	0	6	-5
30	Cc1cccc(-c2ccc([C@@H]3[C@@H](CO)N4CCCCN(C(=O)c5ccncc5)C[C@@H]34)cc2)c1	-3	0	8
